Bim-Bcl-B = inhibitors of Bim-Bcl-B binding, primary screen, biochemical, multiplexed, human Bcl-2 family. bead-based flow cytometry, Bim peptide-Bcl-B binding. Bcl-2-like protein 10 (Homo sapiens), Q9HD36. inhibition, % at 10 µM. 0.073% of 190,000 active;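 further: 0% = tracer peptide without compound and 100% = reference inhibitor peptide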
Bim-Bcl-W = inhibitors of Bim binding to Bcl-W, primary screen, biochemical, multiplexed, bead-based flow cytometry; Bim peptide-Bcl-W binding; inhibition, % at 10 µM; 0.02% of 190,000 active; AID 952, 2007; Bcl-2-like protein 2 (Homo sapiens), Q92843;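 further: 0% = bound tracer without compound and 100% = peptide blocker; higher means less fluorescent Bim peptide bound to Bcl-W beads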
Target sequence (Q92843 whole entry, looked up): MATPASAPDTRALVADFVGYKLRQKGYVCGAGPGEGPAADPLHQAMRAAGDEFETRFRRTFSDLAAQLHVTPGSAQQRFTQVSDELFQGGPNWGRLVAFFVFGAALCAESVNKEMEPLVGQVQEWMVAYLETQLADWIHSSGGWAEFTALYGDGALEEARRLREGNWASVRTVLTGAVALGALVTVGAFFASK
ABCB1 block = ABCB1 efflux pump inhibitors, primary screen, cell-based, multiplex, flow cytometry, ABCG2 counter-screen. inhibition, % at 6.6 µM. AID 1326, 2008. CCRF-Adr cells, JC-1 efflux. 0.067% of 190,000 active. ATP-dependent translocase ABCB1 (Homo sapiens), P08183; in the data active means inhibition above about 40%;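 further: 0% = vehicle and 100% = reference inhibitor; higher value means more JC-1 retained so stronger ABCB1 efflux block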
RGS8-Gao reg = RGS8-Galphao binding modulators, primary screen, biochemical, multiplexed bead flow cytometry; 0.34% of 220,000 active; response (percent of control binding), % at 10 µM; Guanine nucleotide-binding protein G(o) subunit alpha (Homo sapiens), P09471; actives lie on both sides; AID 1423, 2008; in the data active means response below about 60% or above about 140%; inactive means in between;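 further: Galphao activated as the GDP aluminium fluoride complex binding bead-coupled RGS8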
Bim-Bcl-2 = inhibitors of Bim-Bcl-2 binding, primary screen, biochemical, multiplexed, human Bcl-2 family; Apoptosis regulator Bcl-2 (Homo sapiens), P10415; Bead-based flow cytometry, Bim peptide-Bcl-2 binding; inhibition, % at 10 µM; 0.06% of 190,000 active; AID 950, 2007; in the data active means inhibition above about 40%; inconclusive means no clear call, values can overlap the other calls;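 further: 0% = no compound wells with probe peptide and 100% = reference peptide inhibitor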
ABCG2 block = ABCG2 efflux pump inhibitors, primary screen, multiplex with ABCB1, IgMXP3 cells, flow cytometry; JC-1 efflux; 0.1% of 190,000 active; inhibition, % at 6.6 µM; AID 1325, 2008; Broad substrate specificity ATP-binding cassette transporter ABCG2 (Homo sapiens), Q9UNQ0;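 active means inhibition above 80%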;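 further: 0% = DMSO and 100% = nicardipine control wells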
Target sequence (Q9UNQ0 whole entry, looked up): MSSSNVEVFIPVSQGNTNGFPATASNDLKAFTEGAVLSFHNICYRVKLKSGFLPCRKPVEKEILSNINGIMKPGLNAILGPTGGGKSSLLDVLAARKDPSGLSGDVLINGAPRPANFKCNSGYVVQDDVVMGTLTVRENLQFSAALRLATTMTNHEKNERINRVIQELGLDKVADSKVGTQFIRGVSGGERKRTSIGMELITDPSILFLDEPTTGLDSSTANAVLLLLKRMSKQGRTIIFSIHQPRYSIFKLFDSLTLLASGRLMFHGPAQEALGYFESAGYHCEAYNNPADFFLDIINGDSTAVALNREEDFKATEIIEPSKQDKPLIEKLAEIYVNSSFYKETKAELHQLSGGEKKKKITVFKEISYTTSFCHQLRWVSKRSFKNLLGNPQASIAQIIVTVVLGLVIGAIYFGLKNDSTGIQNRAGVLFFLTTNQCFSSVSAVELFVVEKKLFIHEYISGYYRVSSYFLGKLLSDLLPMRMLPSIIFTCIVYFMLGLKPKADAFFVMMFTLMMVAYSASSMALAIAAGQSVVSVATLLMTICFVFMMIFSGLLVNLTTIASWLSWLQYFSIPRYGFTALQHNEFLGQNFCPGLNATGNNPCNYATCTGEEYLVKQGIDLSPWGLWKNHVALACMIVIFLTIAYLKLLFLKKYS
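Test system: IgMXP3 (ABCG2) plus far-red-tagged CCRF-Adr (ABCB1) cells. Reagent: JC-1 dye as substrate. Timing: 10 min exposure at 25 °C with rotation, no wash. Measured by: flow cytometric JC-1 green MFI at 530 nm. Read-out: percent efflux inhibition, scaled nicardipine 100% to DMSO 0%. Control set: nicardipine and DMSO wells.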
RGS7-Gao = RGS7-Galphao binding modulators, primary screen, biochemical, multiplexed bead flow cytometry | 0.35% of 220,000 active | actives lie on both sides | Guanine nucleotide-binding protein G(o) subunit alpha (Homo sapiens), P09471 | binding response (% of control), % at 10 µM; in the data active means binding response below about 49% or above about 150%; inconclusive means no clear call, values can overlap the other calls; inactive means in between;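 further: fluorescent Galphao held in activated GDP-AlF4 state binding bead-coupled RGS7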
Bfl-1 Bim block = inhibitors of Bim binding to Bfl-1, primary screen, biochemical, multiplexed, bead-based flow cytometry; Bcl-2-related protein A1 (Homo sapiens), Q16548; Bim-Bfl-1 binding inhibition; inhibition, % at 10 µM; 0.12% of 190,000 active; AID 1008, 2008;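 further: 0% = wells without compound plus tracer and 100% = blocker peptide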
GSH bead fluor = compound fluorescence on glutathione beads, profiling panel, artefact control, biophysical, 488/530 nm, flow cytometry; GSH beads flow cytometry, compound fluorescence 488/530 nm; active compounds read high; fluorescence (KMESF) at 10 µM; 0.25% of 190,000 active; in the data active means fluorescence above about 89;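 further: glutathione beads carrying GST-tagged Bcl family fusion proteins plus one bare bead set; values are compound well signal with DMSO vehicle wells as background; inactives centre near 16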
Bim-Bcl-XL = inhibitors of Bim-Bcl-XL binding, primary screen, biochemical, multiplexed, bead flow cytometry, human Bcl-XL | 0.04% of 190,000 active | inhibition, % at 10 µM | Bim peptide-Bcl-XL binding, fluorescence
Target sequence (Q07817 whole entry, looked up): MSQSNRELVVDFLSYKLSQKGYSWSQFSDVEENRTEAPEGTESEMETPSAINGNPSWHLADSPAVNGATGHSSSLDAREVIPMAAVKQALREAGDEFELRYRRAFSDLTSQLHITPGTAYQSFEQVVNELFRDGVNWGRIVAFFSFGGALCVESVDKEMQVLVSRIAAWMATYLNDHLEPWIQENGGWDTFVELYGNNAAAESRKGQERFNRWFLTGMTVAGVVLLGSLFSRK
RGS4-Gao reg = modulators of RGS4 binding to Galphao, primary screen, biochemical, multiplexed bead flow cytometry. Guanine nucleotide-binding protein G(o) subunit alpha (Homo sapiens), P09471. actives lie on both sides. binding response (% of control), % at 10 µM. 0.33% of 220,000 active; in the data active means binding response below about 49% or above about 150%; inactive means in between;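 further: fluorescent Galphao activated with aluminum fluoride binding bead-coupled RGS4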
The depositor's hits bear a star; ? = inconclusive. Unless noted, no stated cut-off is given here; in the data, active means inhibition above about 40%. No enrichment for hits; 1.1% or so of the library scored in one or more.

entry	SMILES	Bim-Bcl-B	Bim-Bcl-W	ABCB1 block	RGS8-Gao reg	Bim-Bcl-2	ABCG2 block	RGS7-Gao	Bfl-1 Bim block	GSH bead fluor	Bim-Bcl-XL	RGS4-Gao reg
1	Cc1ccc(-n2nc(C)c(NS(=O)(=O)c3ccccc3)c2C)cc1C	-4	7	0.7	101	-5	2	104	-10	5	-7	102
2	CC(=O)c1ccc(N2CCN(C(=O)C3CCCN(S(=O)(=O)c4cnc[nH]4)C3)CC2)cc1 (stereo not drawn)	-1	-3	0.5	95	-5	4	101	-2	34	-8	98
3	CCOC(=O)C1=C(Nc2ccccc2)CC(C)(O)C(C(=O)OCC)C1c1ccc(Br)cc1 (stereo not drawn)	0	-1	-0.2	98	-3	-3	92	-2	22	0	77
4	O=C(O)C1CSC(c2ccco2)N1 (stereo not drawn)	-5	-4	1.4	104	-4	12	101	-3	29	-2	101
5	CC1(C)C2CCC1(CS(=O)(=O)Nc1ccc(S(=O)(=O)NC3CCCCC3)cc1)C(=O)C2 (stereo not drawn)	-10	-4	0.5	103	-9	-1	105	-14	17	-7	103
6	COc1cccc(CNn2c(-c3cccc(C)c3)nc3ccccc3c2=O)c1	-9	0	0.9	101	-4	5	97	-12	13	-4	99
7	O=S(=O)(Cc1ccc(Cl)cc1)c1ccccc1-c1nnc(-c2ccc(Cl)cc2)o1	0	-5	0.3	97	0	1	95	-1	20	-1	98
8	CC(C)C(Nc1ccc(C(F)(F)F)cc1[N+](=O)[O-])C(=O)O (stereo not drawn)	-2	0	1.1	100	-1	5	?	-5	16	-5	99
9	CCN1C(=O)/C(=C/c2nc3ccccc3c(=O)n2-c2ccccc2)c2ccccc21	-3	0	2.1	104	-4	2	100	-3	17	-1	107
10	NC(=O)NC(=O)COC(=O)c1cccc(NS(=O)(=O)/C=C/c2ccccc2)c1	0	0	0.5	103	-2	4	?	-2	15	0	103
11	CC(=O)Nc1ccc(C2=NN(Cc3nnc(-c4ccccc4)o3)C(=O)SC2)cc1	1	-1	0.0	102	2	1	103	-1	7	1	106
12	COC(=O)c1ccccc1NC(=O)NCc1ccccc1	-3	-1	1.2	100	-1	14	101	-4	16	0	102
13	O=C(Nc1ccc(N2CCOCC2)nc1)c1ccc(F)cc1	-2	-5	-0.6	131	0	16	103	-3	35	-10	101
14	C#CCOCCOCCOCCNc1nc(N2CCN(C(=O)Cn3cc(CCO)nn3)CC2)nc(N2CCN(C(=O)[C@H](C(C)C)n3cc(CCO)nn3)CC2)n1	-1	-2	0.5	91	-1	3	94	1	15	0	91
15	COc1ccc(-n2c(CSc3nc(C)cc(C)n3)nnc2SCC(=O)Nc2nccs2)cc1	-5	0	0.4	94	-6	2	102	-10	39	-5	94
16	Cc1ccc(C(=O)CC(=O)c2cc(Cl)ccc2O)cc1	-6	2	0.1	101	-7	4	97	-11	47	-7	99
17	CCOC(=O)Cc1nnc(NC(=O)c2ccccc2OC)s1	0	-1	-0.6	102	-2	1	99	0	20	-2	100
18	O=C(c1cccc(F)c1)N1CCN(c2cccc(C(F)(F)F)c2)CC1	-11	-1	1.6	102	-7	20	102	-21	31	-4	101
19	C=CC(O)Cc1c(C)n[nH]c1C (stereo not drawn)	-6	1	0.6	104	-8	4	102	-10	14	-4	111
20	COc1cccc(OCC(=O)Nc2ccccc2NC(C)=O)c1	-3	4	0.7	99	-3	3	102	-4	24	0	101
21	CSc1nc(-c2ccco2)nn1C(=O)c1ccco1	-5	0	0.1	99	-7	1	100	-9	19	-3	100
22	COc1ccccc1NC(=O)Cn1cncc1-c1ccc([N+](=O)[O-])cc1	-6	0	0.3	99	-7	4	98	-10	37	0	92
23	CC(C)CN1C(=O)c2ccccc2C1(O)Cc1ccccc1 (stereo not drawn)	-2	1	0.2	102	20	0	104	5	20	4	102
24	Cc1noc(C)c1C(=O)Nc1ccc2c(c1)CCC2	-12	0	0.1	100	-11	2	102	-14	30	-9	101
25	O=C(O)CCc1ccc(-c2cccs2)n1NC(=O)c1ccccc1Br	-8	1	-0.2	101	-7	-11	97	-19	26	-6	101
26	Cc1ccccc1CSc1nccn1-c1ccccc1	-8	-3	0.1	102	-7	0	101	-9	22	-7	105
27	CCOC(=O)N1CCN(c2c(NCCCN(CC)c3cccc(C)c3)c(=O)c2=O)CC1	-7	3	-0.3	101	-6	15	102	-8	48	3	102
28	O=c1[nH]c2ccccc2c(O)c1O	-14	5	-0.4	74	0	1	98	22	13	5	76
29	CC(NCCOCCOc1ccccc1)c1ccccc1 (stereo not drawn)	14	19	0.9	102	19	1	103	30	15	22	101
30	Cc1ccc(NC(=S)c2ccccc2)cc1	-8	-5	-0.7	103	-4	-3	102	-13	15	-7	99

(next part)
entry	SMILES	Bim-Bcl-B	Bim-Bcl-W	ABCB1 block	RGS8-Gao reg	Bim-Bcl-2	ABCG2 block	RGS7-Gao	Bfl-1 Bim block	GSH bead fluor	Bim-Bcl-XL	RGS4-Gao reg
31	O=C1CC(SC(=Nc2ccccc2)Nc2ccccc2)C(=O)N1c1cccc(Cl)c1 (stereo not drawn)	-10	2	0.7	102	-4	7	106	-12	10	0	101
32	COc1ccc(-c2nc(CS(=O)CC(=O)NCc3ccc4c(c3)OCO4)c(C)o2)cc1 (stereo not drawn)	-7	0	1.2	101	-7	3	101	-6	22	0	96
33	CN(CCc1ccccn1)C1CC(=O)N(c2ccc(Cl)cc2)C1=O (stereo not drawn)	-1	-3	0.3	99	-2	1	100	-2	23	-1	98
34	Cc1cc(C)nc(SCc2ccc(C(=O)N/N=C3\CC(C)CC(C)(C)C3)cc2)n1 (stereo not drawn)	-6	-2	0.2	100	-3	0	95	-4	12	-3	99
35	O=C(CSc1nnc(Cc2ccccc2)o1)N1CCCC1	-4	-1	0.2	94	-2	2	?	-4	20	-3	92
36	CC(O)CCc1ccc(O)cc1 (stereo not drawn)	0	-1	0.1	99	0	0	99	-3	14	-2	97
37	CCOC(=O)N1CCC(NC(=O)c2cnn3cccnc23)CC1	-11	0	-0.9	100	-10	7	98	-16	34	-8	101
38	CC(C)CC(NC(N)=O)C(=O)Nc1cccc([N+](=O)[O-])c1 (stereo not drawn)	-3	0	0.5	102	-1	3	?	-3	11	0	101
39	COc1ccc(/C=N/N(C)c2cc(=O)n(C)c(=O)[nH]2)cc1OC	1	3	0.2	103	-1	4	103	-4	28	2	100
40	CC(C)CC(NC(=O)C1CCC(C)CC1)C(=O)Nc1ccc2c(c1)OCCO2 (stereo not drawn)	-6	0	0.8	101	-7	1	98	-12	24	-4	100
41	COc1cccc(NC(=O)Nc2cccs2)c1	-6	-1	0.4	104	0	17	104	1	19	-3	106
42	CCC(=O)NC(=S)Nc1ccc(NC(=O)c2ccc([N+](=O)[O-])cc2Cl)cc1	-14	-5	0.3	98	-7	7	96	-12	21	-15	97
43	COc1ccc(CCCc2nnc(SCC(=O)Nc3cccc(C)c3)o2)cc1	-1	0	0.3	103	-2	1	101	-3	53	-2	103
44	Cc1cc(C)nc(SCc2cc(=O)c(OC(=O)c3cc([N+](=O)[O-])ccc3Cl)co2)n1	-7	-4	0.6	96	-1	5	93	-9	14	-6	92
45	O=C(c1ccc2c(c1)OCO2)C1CCCN(C(=O)NCc2ccccc2)C1 (stereo not drawn)	-2	-1	0.7	104	0	3	102	-7	13	-1	100
46	O=C(CC1C(=O)NCCN1C/C=C/c1ccccc1)NCCc1cccnc1 (stereo not drawn)	-3	1	1.0	101	-5	9	99	-3	10	-1	97
47	CCO[C@H]1OC(C(=O)N2CCOCC2)=C[C@@H](c2ccccc2)[C@@H]1CCCO	0	-3	0.3	100	1	1	103	0	21	1	107
48	Cc1[nH]n(-c2ccccc2)c(=O)c1N=Nc1ccccc1O	-5	-4	0.5	99	0	1	96	-5	13	0	101
49	COC(=O)c1cccc(NC(=O)Cn2nnc3ccccc32)c1	0	-7	0.9	104	-2	18	107	11	25	-4	107
50	CC(C)N1C(=S)SC(C)(C)C1NO (stereo not drawn)	1	0	-0.2	97	-1	-1	98	5	46	-2	97
51	CCOC(=O)c1c(-c2ccc(C)cc2C)csc1NC(=O)CSc1nnnn1C	-8	0	2.3	100	-6	8	102	-10	19	-5	101
52	COc1cccc(CNCCO)c1OCc1ccccc1Cl	8	8	0.2	104	10	-2	104	12	11	11	105
53	CCOc1ccccc1NC(=O)c1cccc(NC(=O)CC(c2ccccc2)c2ccccc2)c1	-2	-3	3.2	97	-1	5	98	-4	56	-3	98
54	O=[N+]([O-])c1cc(C(F)(F)F)ccc1NN=C1CCCC1	-16	-5	0.4	104	-20	6	113	-13	17	-12	107
55	Cc1c(C(=O)Oc2cccc3cccnc23)oc2ccccc12	-2	-1	0.5	104	0	12	106	-3	10	-7	105
56	O=C(Nc1cccnc1)c1ccc(COc2ccccc2Br)o1	-10	0	0.6	97	-12	4	100	-12	29	-6	99
57	COc1ccccc1OCC(=O)N/N=C/C=C/c1ccc([N+](=O)[O-])o1	-3	2	0.0	99	0	3	100	3	6	0	97
58	Cc1ccc2nc(-c3ccc(N4C(=O)CC(N5CCCC(C)C5)C4=O)cc3)sc2c1 (stereo not drawn)	0	1	1.0	97	-1	6	100	-3	11	0	98
59	Cc1oc2cc(OC(=O)c3ccco3)ccc2c(=O)c1-c1nc2ccccc2n1C	-36	0	1.2	100	-2	6	100	0	18	-3	98
60	C=CCn1c(SCc2nc3scc(-c4ccccc4)c3c(=O)[nH]2)nnc1-c1ccccc1F	-4	-3	0.4	101	0	14	100	6	9	-4	97
61	Cc1cccc(N=C2NC(=O)/C(=C/c3cccs3)S2)c1	-10	-6	0.6	99	-5	9	87	-8	17	-4	93

Structures above that have a COOH group (3):
entry	SMILES	Bim-Bcl-B	Bim-Bcl-W	ABCB1 block	RGS8-Gao reg	Bim-Bcl-2	ABCG2 block	RGS7-Gao	Bfl-1 Bim block	GSH bead fluor	Bim-Bcl-XL	RGS4-Gao reg
4	O=C(O)C1CSC(c2ccco2)N1 (stereo not drawn)	-5	-4	1.4	104	-4	12	101	-3	29	-2	101
8	CC(C)C(Nc1ccc(C(F)(F)F)cc1[N+](=O)[O-])C(=O)O (stereo not drawn)	-2	0	1.1	100	-1	5	?	-5	16	-5	99
25	O=C(O)CCc1ccc(-c2cccs2)n1NC(=O)c1ccccc1Br	-8	1	-0.2	101	-7	-11	97	-19	26	-6	101

Screening data: PubChem, NMMLSC
